S1P1 agonist – activates the human S1P1 receptor; actives 1.5% (n = 16,000); activation, % at 4.5 µM; S1P1 agonist cell-based reporter assay; Sphingosine 1-phosphate receptor 1 (Homo sapiens), P21453; in the data active means activation above about 80%
Target sequence (P21453 whole entry, looked up): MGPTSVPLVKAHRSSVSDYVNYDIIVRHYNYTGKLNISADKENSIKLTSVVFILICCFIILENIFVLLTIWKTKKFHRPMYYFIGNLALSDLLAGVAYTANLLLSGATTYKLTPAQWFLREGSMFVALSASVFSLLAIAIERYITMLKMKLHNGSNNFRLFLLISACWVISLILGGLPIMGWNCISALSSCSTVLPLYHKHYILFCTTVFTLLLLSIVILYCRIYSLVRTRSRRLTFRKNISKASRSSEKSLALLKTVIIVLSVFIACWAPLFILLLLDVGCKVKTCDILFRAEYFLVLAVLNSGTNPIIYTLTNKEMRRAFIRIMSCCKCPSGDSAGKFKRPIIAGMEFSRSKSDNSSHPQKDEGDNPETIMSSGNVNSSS
TLR4-MyD88 inh – inhibitors of human TLR4-MyD88 binding; Toll-like receptor 4 (Homo sapiens), O00206; Cell-based TLR4-MyD88 binding inhibition assay; inhibition, % at 10 µM; actives 0.06% (n = 16,000); in the data active means inhibition above about 45%
PME-1 Maybr inh – inhibitors of human PME-1 in Maybridge library; Protein phosphatase methylesterase 1 (Homo sapiens), Q9Y570; recombinant PME-1, FP-Rh probe fluorescence polarization; inhibition, % at 9 µM; actives 0.5% (n = 16,000); in the data active means inhibition above about 30%
Luminol counter – counter-screen for Nox1 inhibitors: inhibitors of luminol chemiluminescence. inhibition, % at 6.7 µM. AID 1823, 2009. HRP/luminol/H2O2 chemiluminescence counterscreen. actives 0.4% (n = 16,000); further: reference of the scale not given here
KOR antag MB – antagonists of human kappa opioid receptor OPRK1, Maybridge library. Kappa-type opioid receptor (Homo sapiens), P41145. OPRK1 cells, antagonist mode, fluorescence readout. inhibition, % at 9 µM. actives 0.4% (n = 16,000). AID 652031, 2013; in the data active means inhibition above about 50%
Target sequence (P41145 whole entry, looked up): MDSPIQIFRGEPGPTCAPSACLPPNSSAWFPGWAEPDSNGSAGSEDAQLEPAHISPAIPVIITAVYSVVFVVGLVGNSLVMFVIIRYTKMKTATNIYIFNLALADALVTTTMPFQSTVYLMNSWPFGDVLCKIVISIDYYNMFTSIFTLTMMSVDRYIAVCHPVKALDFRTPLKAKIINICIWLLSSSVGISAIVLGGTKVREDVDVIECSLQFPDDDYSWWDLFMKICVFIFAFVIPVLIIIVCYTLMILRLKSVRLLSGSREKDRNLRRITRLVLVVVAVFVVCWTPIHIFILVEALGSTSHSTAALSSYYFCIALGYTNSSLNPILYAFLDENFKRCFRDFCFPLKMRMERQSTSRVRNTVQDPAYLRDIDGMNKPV
Nox1 inhibitor – inhibitors of human NADPH oxidase 1 (Nox1); Q9Y5S8; HT29 cells, luminol chemiluminescence ROS; inhibition, % at 6.7 µM; actives 0.81% (n = 16,000)
rat GALR2 ag – agonists of rat galanin receptor 2 (GALR2); Galanin receptor type 2 (Rattus norvegicus), O08726; cell-based GALR2 agonist screen; activation, % at 10 µM; actives 0.5% (n = 16,000); in the data active means activation above about 15%
NOTCH agonist – agonists of NOTCH signaling | NOTCH signaling luciferase reporter cells, luminescence | activation, % at 2.5 µM | actives 0.4% (n = 15,000); in the data active means activation above about 2.2%
Active calls of the source: *; . = no result given. Unless noted, no stated cut-off is given here; in the data, active means inhibition above about 75%; inactive means the rest. Hits appear at their usual frequency; any-hit rate near 4.4%.

SMILES | S1P1 agonist | TLR4-MyD88 inh | PME-1 Maybr inh | Luminol counter | KOR antag MB | Nox1 inhibitor | rat GALR2 ag | NOTCH agonist
Cn1c(-c2ccccn2)n[nH]c1=S | 88* | 3 | 1 | 96* | -15 | -21 | -10 | -0.4
COC(=O)C1CSC(c2ccc(Cl)cc2)=CC1N(C)C (stereo unspecified) | -14 | 1 | -7 | 3 | -13 | 5 | -9 | -0.4
CS/C(Nc1ccccc1)=C(/C#N)S(=O)(=O)c1ccc(C)cc1 | 10 | -12 | 1 | 4 | 6 | -30 | -4 | -0.1
O/N=C/c1nn(-c2ccccc2)cc1Br | -17 | 2 | 1 | 0 | 6 | -40 | -4 | -0.2
CC1=C(O)C(=O)C(/C=N/NC(N)=O)C1 (stereo unspecified) | -4 | 0 | 3 | 0 | 13 | -29 | -6 | -0.8
CCCCOC(=O)c1ccc(-c2ccccn2)s1 | -6 | 0 | 5 | -7 | 3 | -10 | -4 | -0.6
O=C1CCN(Cc2ccccc2)C(=O)N1c1ccccc1 | -17 | 8 | 3 | -2 | -11 | -10 | -3 | 0.1
O=C(Nc1cc(C(F)(F)F)cc(C(F)(F)F)c1)Nc1cc2ccccc2s1 | 10 | -5 | -94 | 1 | 11 | 13 | -8 | 0.1
COc1ccc(NC(=O)CC2(CC(=O)O)CCCC2)cc1OC | -21 | 2 | -4 | 2 | 1 | -17 | -3 | 0.4
Cc1ccccc1NC(=O)NCc1ccco1 | -10 | 0 | 2 | -1 | -16 | 0 | -3 | -0.5
CCOC(=O)c1cc(C)nn1S(=O)(=O)c1ccc(Cl)c(Cl)c1 | 0 | -1 | 18 | 2 | -4 | -29 | -8 | -0.2
CCOC(=O)NC(Nc1cccc(C(C)=O)c1)(C(F)(F)F)C(F)(F)F | 66 | 13 | -2 | 4 | 11 | -29 | -7 | 0.1
N/C(=N\OC(=O)c1ccc(OCC(F)(F)F)nc1)c1cccc(Cl)c1 | 95* | -8 | 1 | 0 | 5 | -35 | -6 | -0.6
c1ccc(-c2cc(Sc3nnc(-c4ccncc4)o3)n3ncnc3n2)cc1 | -29 | -10 | -1 | 4 | 1 | -8 | -11 | .
Cc1cc(S(=O)(=O)/N=C(\N)c2ccc(C(N)=O)cc2)cc(C)c1F | -4 | 2 | 3 | -2 | -12 | -45 | -1 | -0.2
COC(=O)c1ccc(CSc2ccccc2N)o1 | 7 | 0 | 5 | -1 | 4 | 4 | -5 | -0.3
Cc1cc(S(=O)(=O)NCCNc2nccc(C(F)(F)F)n2)c(C)cc1Cl | -4 | -1 | 3 | -1 | -17 | -19 | -9 | -0.1
O=C(O)/C(=N/Nc1ccccc1O)c1ccccc1 | -1 | -12 | 0 | -3 | 8 | 83* | -5 | -0.2
Cn1c(=O)c2c(N3CCOCC3)cc(=O)n(C)c2n(C)c1=O | -5 | -2 | -3 | 3 | 20 | -49 | -5 | -0.3
COc1ccc(CCNC(=O)OC(C)(C)C(C)=O)cc1OC | -14 | 6 | 0 | 1 | 11 | -14 | -5 | -0.8
COc1cc(N=Cc2ccccc2O)cc(C(F)(F)F)c1 | 5 | -7 | 18 | 2 | 18 | 26 | -5 | -0.4
N#CCCn1[nH]c(-c2ccccc2)cc1=O | -6 | -4 | 1 | -1 | 23 | -48 | -7 | -0.6
COC(=O)c1c(SC)nc(-c2ccccc2)[nH]c1=O | 7 | 8 | 3 | -1 | 25 | -75 | -3 | -1.0
COC(=O)c1cc(NC(=O)Nc2ccccc2C(F)(F)F)ccc1N1CCOCC1 | 3 | 5 | -1 | 8 | 6 | 58 | -6 | -0.2
O=C1CC(=O)N2C=CC=CC2=N1 | 1 | 1 | 2 | -5 | 35 | -27 | -2 | -0.6

Record cards, from the list above. Order of values: S1P1 agonist | TLR4-MyD88 inh | PME-1 Maybr inh | Luminol counter | KOR antag MB | Nox1 inhibitor | rat GALR2 ag | NOTCH agonist
COC(=O)C1CSC(c2ccc(Cl)cc2)=CC1N(C)C (stereo unspecified) in the list: -14 | 1 | -7 | 3 | -13 | 5 | -9 | -0.4
N#CCCn1[nH]c(-c2ccccc2)cc1=O in the list: -6 | -4 | 1 | -1 | 23 | -48 | -7 | -0.6

Some values from above:
N#CCCn1[nH]c(-c2ccccc2)cc1=O | rat GALR2 ag = -7
O=C1CC(=O)N2C=CC=CC2=N1 | PME-1 Maybr inh = 2
COc1ccc(CCNC(=O)OC(C)(C)C(C)=O)cc1OC | KOR antag MB = 11
O/N=C/c1nn(-c2ccccc2)cc1Br | TLR4-MyD88 inh = 2
CCCCOC(=O)c1ccc(-c2ccccn2)s1 | Luminol counter = -7
O=C1CCN(Cc2ccccc2)C(=O)N1c1ccccc1 | NOTCH agonist = 0.1

Going on with the list:
SMILES | S1P1 agonist | TLR4-MyD88 inh | PME-1 Maybr inh | Luminol counter | KOR antag MB | Nox1 inhibitor | rat GALR2 ag | NOTCH agonist
O=C1/C(=C/c2cccs2)COC/C1=C\c1cccs1 | -14 | -8 | -6 | 6 | 3 | -48 | 5 | -0.4
CSc1c(C#N)c(N)nc2sc(C(=O)c3ccccc3)c(N)c12 | -8 | -2 | -4 | 5 | -28 | -30 | -5 | 0.2
CN(n1cnc2ccccc2c1=O)S(=O)(=O)c1ccc(Cl)cc1 | 1 | 5 | -1 | 3 | -1 | -61 | -6 | -0.3
S=C(CCC(=S)Nc1ccc(Cl)cc1)Nc1ccc(Cl)cc1 | 16 | 6 | 1 | -4 | 8 | -10 | 9 | -0.6
CCOC(=O)C1=C(C)N(c2ccccc2)C(=O)C1 | 10 | 11 | 1 | 8 | -9 | -57 | -4 | -0.5
S=c1[nH]nc(NCCc2ccc(Cl)cc2)s1 | 15 | 2 | 5 | 2 | -5 | 40 | -7 | 0.4
O=C(c1cc2ccccc2s1)N1CCC(O)(c2ccc(Cl)cc2)CC1 | -3 | -4 | 17 | 2 | -22 | -23 | 6 | -0.6
O=C(CN1CCc2ccccc21)NN1CC(=O)N(c2ccc(Cl)cc2)CC1=O | 14 | -2 | -2 | -4 | -6 | -50 | -9 | 1.3
O=C1NCCN1CCNC(=S)NC1CC1 | -2 | -4 | 5 | -6 | 20 | 15 | -4 | 0.2
Cc1nnsc1C(=O)OCCN(C)c1ccc(C#N)cn1 | -9 | -1 | -6 | 2 | 19 | -57 | -7 | -0.7
FC(F)(F)COc1ccc(-c2nnc(SCc3ccccc3)o2)cn1 | 13 | 0 | 7 | -6 | -16 | 24 | -3 | -0.5
CCOC(=O)C1CCN(C(=O)Nc2ccc(OC(F)(F)F)cc2)CC1 | -6 | -6 | 8 | -6 | 8 | -17 | -4 | -0.3
Cc1c(/C=C/c2ccnc(SCC(=O)Nc3ccccc3)n2)sc2ccccc12 | -4 | 0 | -25 | 1 | -9 | -1 | 0 | -0.4
O=C(NC1CC1)c1cc2ccccc2oc1=O | -5 | -8 | -4 | 4 | 12 | -2 | -6 | -0.3
CCOC(=O)NC(=S)Nc1cc(C)cc(C)n1 | -6 | 1 | 1 | 5 | 0 | -71 | -7 | -0.7
CCOC(=O)c1ccc2oc3ccc(O)cc3c(=O)c2c1 | -11 | 4 | 4 | -11 | -16 | -27 | -1 | 0.2
COCCCNC1=C(C#N)C(=O)NC(c2ccc(O)c(OC)c2)S1 (stereo unspecified) | -4 | 7 | 3 | -11 | -1 | -18 | -2 | 0.1
Cc1c2cnn(C)c(=O)c2c(C)n1Cc1cccs1 | 1 | . | 3 | 6 | 1 | -30 | -3 | 0.3
O=[N+]([O-])c1ccc(-c2ccc(I)cc2)cc1 | 1 | -12 | 3 | -7 | 1 | 11 | -5 | .
O=C(OC(CN1CCCCC1)CN1CCCCC1)c1ccccc1 | -5 | -16 | 6 | -1 | 12 | -41 | -8 | .
COc1ccc(C=NCc2ccc(OC)cc2)cc1 | -4 | -10 | 2 | -3 | 11 | -32 | -4 | 1.0
S=c1[nH]nc(SCCSc2n[nH]c(=S)s2)s1 | 76 | 12 | 2 | -1 | 0 | -6 | -7 | .
C/C(=N\NC(N)=S)c1ccccn1 | -12 | 0 | 0 | 11 | 10 | 58 | -3 | .
N#CCS(=O)(=O)c1cccs1 | -1 | 9 | 0 | 1 | -6 | -16 | -7 | 0.0
CCOC(=O)c1nnn2c1nc(SC(C(C)=O)C(=O)OCC)c1ccccc12 (stereo unspecified) | -5 | -5 | 1 | -2 | 2 | 0 | -5 | 0.0
SMILES | S1P1 agonist | TLR4-MyD88 inh | PME-1 Maybr inh | Luminol counter | KOR antag MB | Nox1 inhibitor | rat GALR2 ag | NOTCH agonist
CC(=O)Nc1cccc(-n2nnc(SCc3cc(Cl)cc4c3OCOC4)n2)c1 | 69 | 12 | 3 | 4 | -18 | -69 | -2 | -0.5
N#Cc1c(-c2cccs2)nn(-c2ccc([N+](=O)[O-])cc2)c1N | 3 | -8 | -1 | -2 | -17 | -2 | -9 | 0.4
O=S(=O)(c1cc(Cl)ccc1Cl)N1CCOCC1 | -12 | -4 | 6 | -1 | -4 | -8 | -2 | 0.6
Cc1oc(S(=O)(=O)N2CCOCC2)cc1-c1nc(-c2ccc(C(F)(F)F)cc2)no1 | -9 | 5 | 1 | -6 | 12 | 7 | 0 | -0.3
Cc1ccc2[nH]c(=S)n(Cc3ccc(C#N)cc3)c(=O)c2c1 | -12 | 9 | -8 | 0 | -23 | -34 | -5 | -0.6
Cc1nc(-c2ccncc2)nc(NCCNc2ccc(C(F)(F)F)cn2)c1Cl | -25 | 7 | -14 | -1 | 14 | 15 | -6 | -0.6
CN(C)/C=C1\COc2ccc(Cl)cc2C1=O | -17 | 1 | 1 | 3 | -11 | -43 | -3 | 0.6
Cc1[nH]cnc1C(=O)N/N=C/c1ccc([N+](=O)[O-])s1 | 3 | 6 | 5 | -2 | 15 | 9 | -7 | -0.1
O=C(NCc1ccc2c(c1)CCO2)c1cccs1 | -4 | 3 | 5 | -3 | 14 | 1 | -6 | 0.1
O=C1C=C(Cl)CC(c2ccc(C(F)(F)F)cc2)C1 (stereo unspecified) | -10 | 0 | -3 | 4 | 18 | -69 | -7 | -0.5
CN(C)/N=C(\NO)c1c(F)cccc1Cl | -1 | -7 | 6 | -10 | -9 | 64 | -6 | -0.1
CN(C)/C=C/C(=O)c1ccccc1 | -6 | 1 | -1 | 39 | 1 | 14 | -4 | -0.3
Cn1c(CN2C(=O)CSc3ccc(C(F)(F)F)cc32)nnc1SCC(=O)c1ccccc1 | 13 | -1 | 5 | 1 | -23 | 24 | -5 | 0.2

Results in PME-1 Maybr inh and Nox1 inhibitor (two entries from above):
SMILES | PME-1 Maybr inh | Nox1 inhibitor
CN(C)/N=C(\NO)c1c(F)cccc1Cl | 6 | 64
O=C(NCc1ccc2c(c1)CCO2)c1cccs1 | 5 | 1

Sorted by heavy-atom count (smallest number first): 3 of the compounds above
SMILES | S1P1 agonist | TLR4-MyD88 inh | PME-1 Maybr inh | Luminol counter | KOR antag MB | Nox1 inhibitor | rat GALR2 ag | NOTCH agonist
CN(C)/N=C(\NO)c1c(F)cccc1Cl | -1 | -7 | 6 | -10 | -9 | 64 | -6 | -0.1
O=C(NCc1ccc2c(c1)CCO2)c1cccs1 | -4 | 3 | 5 | -3 | 14 | 1 | -6 | 0.1
Cc1oc(S(=O)(=O)N2CCOCC2)cc1-c1nc(-c2ccc(C(F)(F)F)cc2)no1 | -9 | 5 | 1 | -6 | 12 | 7 | 0 | -0.3

From PubChem BioAssay
